High-throughput results as filed in PubChem.
NCI-60 one-dose screen, 48 h, at 10 µM unless noted. Numbers give growth in % (100 = growth as untreated, 0 = no growth, -100 = all killed).
MDA-MB-231 = MDA-MB-231 breast cancer; 81,000 compounds, 5% hits; AID 1794789
SR = SR leukemia cells; 73,000 compounds, 8.7% hits; AID 1794780
HS 578T = HS 578T breast cancer; 78,000 compounds, 4.1% hits; AID 1794788
BT-549 = BT-549 breast cancer | 78,000 compounds, 4.4% hits
T-47D = T-47D breast cancer. 79,000 compounds, 5% hits. AID 1794792
MCF7 = MCF7 breast cancer; 82,000 compounds, 6.3% hits
K-562 = K-562 leukemia; 78,000 compounds, 7.4% hits
MDA-MB-468 = MDA-MB-468 breast cancer. 78,000 compounds, 8.5% hits
* marks the source's active call; other numbers are inactive results; . = not tested or not shown; & = joins results of further samples; [ ] = another dose, or the depositor's remark. The calls were made as follows: active = growth percent below 10; inactive = the rest.

SMILES	MDA-MB-231	SR	HS 578T	BT-549	T-47D	MCF7	K-562	MDA-MB-468
C[C@H]1CC[C@H]2C3=C1C(=O)O[C@@]31O[C@]3(C)C[C@@H](C[C@@H]2C)[C@]1(C)C3	99	96	105	112	91	98	98	103
CC(=O)OC(C1CC1C(=O)C1CO1)[C@H](Cc1ccccc1)NC(=O)OCc1ccccc1 (some centres not stated)	98	86	106	101	101	89	74	102
CS(=O)(=O)c1ccc(-c2nc3ccccn3c2-c2nc3ccc(Cl)cc3[nH]2)cc1	84	87	94	127	85	78	85	102
Nc1c(C(=O)Nc2cccnc2)sc2nc3c(cc12)CCCC3	94	73	92	101	77	89	86	93
COc1ccc2nc(N=Nc3c(N)nc(N)[nH]c3=O)sc2c1	83	103	127	97	74	70	115	77
CCOC(=O)C(C(=O)OCC)C(c1ccccc1)S(=O)(=O)O (configuration not stated)	108	.	100	106	104	96	106	109
CSc1nc2ccc(C)cc2cc1/C=C1/C=C(c2ccccc2)OC1=O	120	96	99	97	94	89	91	81
COc1cc(-c2nc3ccccc3o2)cc(CN2CCCCC2)c1O	71	32	60	67	87	51	33	67
N=C(N)c1ccc(-c2ccc(-c3cc(Cl)cc(Cl)c3)o2)nc1	-77*	-27*	83	91	-66*	-67*	-66*	-74*
O=C(COc1ccc(Cl)cc1Cl)NCc1ccccc1	103	87	110	94	89	96	95	102
Cc1ccc2nc(NC(=O)CSC(=S)N3CCN(c4ccccc4)CC3)sc2c1	101	99	104	102	86	95	96	101
COc1ccc(/C=C/C(=O)n2nc(-c3ccccc3)nc2-c2ccccc2)c(OC)c1	102	98	114	102	103	95	99	104
O=Cc1ccc(Cl)c(Cl)c1	116	98	.	.	115	98	104	119
CC(=O)NCC(O)c1ccc([N+](=O)[O-])cc1 (configuration not stated)	98	107	107	115	96	97	100	94
CC(CC(=O)O)C(C)C(=O)O (configuration not stated)	113	98	104	113	100	88	106	105
CSc1nc(Oc2ccc(C(C)=O)cc2)c(C#N)c(-c2cccc([N+](=O)[O-])c2)n1	94	.	97	102	96	82	93	116
NS(=O)(=O)c1ccc(N2C(=O)c3ccc4c5c(ccc(c35)C2=O)C(=O)N(c2ccc(S(N)(=O)=O)cc2)C4=O)cc1	102	110	103	97	102	98	102	109
CCSc1ccc(C(=O)O)cc1	110	104	106	112	107	96	117	.
N#C/C(=C\c1ccc(-c2ccc(F)cc2)o1)C(=O)Nc1ncc(Cc2ccc(Cl)cc2)s1	103	93	97	123	96	72	97	110
COc1cc2c(cc1[N+](=O)[O-])-c1ccc([N+](=O)[O-])cc1/C2=N/NC(N)=S	74	43	77	62	57	23	60	.
Cn1cc(-c2nc(-c3ccsc3)cs2)c2cc(Br)ccc21	86	86	85	105	51	78	105	83
O=C(Nc1ccc(-c2ccc3c(c2)NC(=O)/C3=C\c2ccc[nH]2)cc1)Nc1ccc(Cl)c(Cl)c1	71	16	46	41	19	9.8*	39	-17*
CCc1c(C)c2cc3nc(CCC(=O)O)oc3c(C)c2oc1=O	110	111	99	102	75	104	105	117
CN(CCO)c1cnn(CCO)c(=O)c1Cl	106	.	120	101	95	95	100	101
O=C(NCc1ccccc1)Nc1cccc2c(NC(=O)NCc3ccccc3)cccc12	104[100 µM]	108[100 µM]	107[100 µM]	117[100 µM]	100[100 µM]	105[100 µM]	101[100 µM]	100[100 µM]
Cc1cc(Cl)ncc1[N+](=O)[O-]	101	87	101	113	87	94	95	109
CCCCN(CCCC)CC(O)CN(CC)CC (configuration not stated)	96	97	120	96	98	96	92	101
O=C(O)c1c([N+](=O)[O-])cnc2ccccc12	107	135	113	97	84	93	112	112
C[C@@H]1C[C@@]2(C)C(=CC1=O)CC[C@@H]1[C@@H]2[C@@H](O)C[C@@]2(C)[C@H]1CC[C@]2(O)C(=O)CO	100	102	103	101	102	100	103	118
CC(C)N1C(=O)C2C3C=CC(C3)C2C1=O (configuration not stated)	113	104	102	108	74	114	107	104
Cc1cc(=O)n2n1-c1ccc(Br)cc1N=C(OCCCCl)C2	122	76	101	102	89	98	69	113
Clc1nn2c(Cn3cnc4c(N5CCCC5)ncnc43)nnc2c2ccccc12	86	75	102	84	96	89	82	77
Cc1nnc2n1N=C(c1ccc(Br)cc1)CS2	92	100	104	115	95	88	101	109
CCCCN(CCO)C(C#CC(C)(C)O)C(C)C (configuration not stated)	93	88	107	.	104	92	90	90
CCn1nc(C(=O)O)c(=O)c2cc3c(cc21)OCO3	107&114	103&89	106&115	106&99	100&100	104&99	109&104	115&111
O=c1cc(O)n(C2=NCCN2)[nH]1	120	89	110	100	95	100	83	102
NCCCNc1nc2ccccc2c2c(=O)c3cccc(F)c3sc12	6.1*	-17*	52	91	60	20	-28*	-11*
CCNC(=NCCCN(C)C)N/C(N)=N/c1nc2ccccc2s1	74	55	92	97	95	83	66	94
CCCSc1nnc(-c2ccc(-c3ccc(Cl)cc3)nc2C)o1	101	91	108	.	95	95	87	105
CC1CC(C)(C)NC2(CCCC2)N1 (configuration not stated)	96	90	119	102	112	101	97	114

Of the compounds above, these contain an aryl thioether with sulfur outside any ring.
SMILES	MDA-MB-231	SR	HS 578T	BT-549	T-47D	MCF7	K-562	MDA-MB-468
CSc1nc2ccc(C)cc2cc1/C=C1/C=C(c2ccccc2)OC1=O	120	96	99	97	94	89	91	81
CSc1nc(Oc2ccc(C(C)=O)cc2)c(C#N)c(-c2cccc([N+](=O)[O-])c2)n1	94	.	97	102	96	82	93	116
CCSc1ccc(C(=O)O)cc1	110	104	106	112	107	96	117	.
CCCSc1nnc(-c2ccc(-c3ccc(Cl)cc3)nc2C)o1	101	91	108	.	95	95	87	105

Other entries follow:
SMILES	MDA-MB-231	SR	HS 578T	BT-549	T-47D	MCF7	K-562	MDA-MB-468
O=C(CSc1nc2ccccc2c(=O)n1CCc1ccccn1)c1ccc(F)cc1	81	80	.	94	75	16	89	90
O=C(O)c1ccc(-c2nn(-c3ccc(C(=O)O)cc3)cc2/C=N/Nc2ccc(Cl)cc2)cc1	81	89	104	87	59	90	48	107
CCCCCCCCc1ccc(C(=O)Nc2ccc(C)cc2C(=O)O)cc1C	98	88	93	101	94	94	71	93
CN1C(=O)N(C)C2SC(N/N=C/c3ccc(F)cc3)=NC21 (configuration not stated)	39	12	33	9.3*	38	22	15	-12*
O=C(CCc1nnc(-c2cccnc2)o1)c1nc2ccccc2[nH]1	103	86	110	102	102	94	100	111
Cc1cccc2c3c(sc12)C(c1ccc(Cl)cc1)C(C#N)=C(N)O3 (configuration not stated)	26	16	16	18	46	9.7*	5.3*	17
CN(C)CCCN(Cc1ccccc1O)C(=S)Nc1ccc(Cl)cc1	97	95	89	105	93	99	97	90
O=C(CN1CCOCC1)Nc1nc(-c2cc3ccccc3oc2=O)cs1	94	102	93	99	111	79	96	107
Cc1cc2ccccc2c2cc3ccccc3cc12	80	41	95	94	48	34	95	5.2*
COc1cc(C(=O)/C=C/c2cc(-c3cc(OC)c(OC)c(OC)c3)n[nH]2)cc(OC)c1OC	3.7*	-8.0*	62	-79*	-26*	3.7*	4.5*	-79*
O=C(O)/C=C\C(=O)Nc1ccc2c(c1)Cc1cc(F)ccc1-2	112	106	126	111	85	93	104	109
CC1CCc2c(sc3nc(SCC(=O)N/N=C/c4ccc(O)c(O)c4)n(-c4ccccc4)c(=O)c23)C1 (configuration not stated)	62	52	86	77	53	50	50	80
O=C1/C(=C/c2ccccn2)CCc2ccccc21	106	51	98	106	85	59	7.2*	98
CNC(=O)c1cc(Oc2ccc3nc(NC(=O)Nc4cc(C(F)(F)F)cc(C(F)(F)F)c4)sc3c2)ccn1	-53*	-28*	-20*	-47*	-40*	0.1*	-3.0*	-31*
Oc1ccc(/C=N/c2n[nH]c(-c3cccc(Cl)c3)n2)cc1	99	87	96	90	82	72	95	89
COC(=O)CC[C@@H]1O[C@@H](c2ccccc2)[C@@H](I)[C@H]1O	108	102	98	106	109	94	109	91
CC12CC[C@@H]3[C@]4(C)COC(c5cn[nH]c5-c5cccc(Cl)c5)O[C@@H]4CC[C@@]3(C)[C@@H]1CC(C1=CCOC1=O)O2 (some centres not stated)	36	30	47	0.4*	18	.	25	7.2*
COc1ccc(NC(=O)c2sc(N)c(C#N)c2C)cc1	112	94	127	94	110	84	94	.
O=c1ccc2cc(-n3cc(CO)nn3)ccc2o1	106	99	111	109	110	93	97	109
O=C(Cn1c[n+](CC(=O)c2ccc(Cl)cc2)c2ccccc21)Nc1cccc2cccnc12	80	97	86	77	68	71	76	30
COc1ccc(C2c3c(ccc4ccccc34)Oc3ccc4ccccc4c32)cc1	87	91	97	123	55	61	92	101
COc1cccc(C2(Cc3cccc(Cl)c3)C(=O)Nc3cccc(Cl)c32)c1 (configuration not stated)	82	66	100	100	73	93	.	108
COc1ccc2nccc(Cl)c2c1	102	101	103	98	122	98	110	100
COc1ccccc1NC(=S)S	106	101	106	93	62	94	93	107
CC(C)(C)C(=O)OC(N)/C=C/c1ccccc1 (configuration not stated)	103	93	98	111	93	101	95	100
O=[N+]([O-])C1CCCCC1	104	95	107	96	.	93	.	101
c1ccc2c(c1)Cc1cc3ccccc3nc1-2	109	79	105	124	67	63	92	95
Brc1ccc(C(c2ccccc2)c2ccccc2)cc1	102	102	.	120	101	101	103	121
COc1ccc2c(=O)c(-c3ccccc3OC)c(C)oc2c1	119	85	100	99	96	101	94	98
CC(=O)N1N/C(=C2/C(C)=NC(=S)NC2c2ccccc2)CC1c1ccc(N(C)C)cc1 (configuration not stated)	92	108	94	100	111	89	107	98
COc1cc(-c2nc(-c3nnc(-c4ccc(C(F)(F)F)cc4)o3)c3ccccn23)cc(OC)c1OC	98	73	81	78	70	86	68	101
COC(=O)N1C2c3ccccc3C(c3ccccc32)N1C(=O)OC	95	97	103	102	102	101	97	91
CS(=O)(=O)c1ccc(-c2nc3cc(Cl)ccc3n2CC(N)=O)cc1	99	.	87	96	.	81	91	98
Clc1ccc(Cn2c(-c3cccs3)nc3ccccc32)c(Cl)c1	97	.	87	111	78	85	77	80
Cc1nn(-c2ccc(C(F)(F)F)cc2)c(C)c1N=Nc1ccccc1	84	54	79	76	61	87	73	87
Cc1c(Br)c(C)c([N+](=O)[O-])c(C)c1[N+](=O)[O-]	96	102	101	104	106	92	102	90
O=C(Nc1ccc(-n2cc(-c3ccncc3)c(-c3ccc(Cl)c(O)c3)n2)cc1)c1ccc(Cl)c(C(F)(F)F)c1	-33*	-13*	-54*	.	47	6.2*	2.1*	-12*
CC(C)Sc1nc(-c2ccccc2)c(C#N)c(N2CCOCC2)n1	64	79	50	111	69	73	62	81
O=C(COc1ccc(-c2nc3ccccc3[nH]2)cc1)NN1C(=O)c2ccccc2C1=O	93	101	103	110	97	89	103	108
COC(=O)C1=Cc2nc(C=O)cc3c4ccccc4n(c23)C1C(=O)OC (configuration not stated)	99	74	93	107	97	94	89	96
CCCCN(CCCC)CCC(=O)c1ccc2cc(Br)c3ccccc3c2c1	59	61	.	93	109	.	53	47
CCC(C)(C)C(=O)O[C@H]1C[C@@H](C)C=C2C=C[C@H](C)[C@H](CC[C@@H]3C[C@@H](O)CC(=O)O3)[C@H]21	.	.	42	84	92	.	63	53
COc1cc(-c2nc(SCC(C)C)nc(Nc3ccc(F)cc3)c2C#N)cc(OC)c1OC	70	89	83	97	77	85	92	101
Cc1ccc(-n2nnc(C(=O)Oc3cc(C)c4sc(=O)[nH]c4n3)c2C)cc1C	93	105	92	121	93	95	88	110
c1ccc2oc(-c3ccc(CCC4CC4)cc3)cc2c1	85	92	98	100	88	95	98	107
O=C(NCc1ccccc1)NC1(C(=O)N2CCC(c3nc4ccccc4[nH]3)CC2)CCCC1	103	92	103	95	90	96	101	118
Oc1ccc2nc3nc4ccc[nH]c4cc3c2c1	87	85	101	97	81	52	88	73
Cc1ccc(CSc2ncnc3nc[nH]c23)c2ccccc12	82	89	99	101	82	86	80	82
CN(C)CCCN(Cc1ccccc1O)C(=S)Nc1ccccc1	116	98	95	105	100	88	104	106
CCCCCCCCCCCCCCC/C([O-])=N/[N+](C)(C)CC(C)O (configuration not stated)	76	72	91	86	81	83	74	67
C/C(=N\O)c1ccc(Cl)cc1	116	78	90	96	110	101	100	108
O=C(/C=C/c1ccccc1)c1cccc(OCCCCOc2cccc(C(=O)/C=C/c3ccccc3)c2)c1	96[4.75 µM]	79[4.75 µM]	108[4.75 µM]	125[4.75 µM]	88[4.75 µM]	31[4.75 µM]	90[4.75 µM]	.
CC1(C)CC=C(NNC(=O)c2cccnc2)C(=O)C1	99	67	99	106	106	94	78	97
COC(=O)[C@H]1Cc2c[nH]c3cccc(c23)N(C)[C@@H](C(C)C)C(=O)N1	110	.	92	86	92	100	.	.
CC(C=O)Cc1ccc(C2CCCCC2)cc1 (configuration not stated)	110	82	105	106	110	105	89	104
COc1ccc2oc3c4[nH]c5ccccc5c4c4c(c3c2c1)C(=O)NC4=O	64	63	84	72	47	37	113	69

4 entries from above, set out differently:
compound | MDA-MB-231 | SR | HS 578T | BT-549 | T-47D | MCF7 | K-562 | MDA-MB-468
CC1(C)CC=C(NNC(=O)c2cccnc2)C(=O)C1 | 99 | 67 | 99 | 106 | 106 | 94 | 78 | 97
COC(=O)[C@H]1Cc2c[nH]c3cccc(c23)N(C)[C@@H](C(C)C)C(=O)N1 | 110 | . | 92 | 86 | 92 | 100 | . | .
CC(C=O)Cc1ccc(C2CCCCC2)cc1 (configuration not stated) | 110 | 82 | 105 | 106 | 110 | 105 | 89 | 104
COc1ccc2oc3c4[nH]c5ccccc5c4c4c(c3c2c1)C(=O)NC4=O | 64 | 63 | 84 | 72 | 47 | 37 | 113 | 69
